From PubChem BioAssay
SENP8 block-1: SENP8 (human) protease inhibition; recombinant SENP8, Nedd8 substrate fluorescence; inhibition, % at 20 µM; 0.64% of 360,000 active; AID 602440; in the data active means inhibition mostly above about 40%, no sharp cut-off; inactive means mostly below about 27%
Target sequence (Q96LD8 whole entry, looked up): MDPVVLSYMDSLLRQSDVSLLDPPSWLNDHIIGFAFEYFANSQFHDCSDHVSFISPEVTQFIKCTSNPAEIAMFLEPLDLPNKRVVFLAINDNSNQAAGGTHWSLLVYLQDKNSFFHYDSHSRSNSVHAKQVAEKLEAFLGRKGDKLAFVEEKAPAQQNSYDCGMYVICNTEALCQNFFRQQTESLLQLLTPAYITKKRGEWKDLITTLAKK
SENP1 inh: SENP1 (human) catalytic domain inhibition | Q9P0U3 | recombinant SENP1 catalytic domain, CyPet-SUMO1-YPet FRET cleavage | inhibition, % at 10 µM | 0.21% of 360,000 active | AID 624204;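 active means inhibition at least 30% at 10 µM, raw YFP signal under a set limit, fluorescence ratio 0.5 to 1.5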;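 further: 0% = enzyme with DMSO and 100% = no enzyme wells; some results filed as inactive read as strong as hits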
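Assay system – human recombinant His6-tagged SENP1 catalytic domain enzyme · Input – SENP1 enzyme, 20 pM final · Buffer or medium – Tris pH 8 buffer plus EDTA, NaCl, BME, BSA, NP40, catalase · Schedule – 50 min reaction at room temperature · Technique – FRET read of cyan and yellow fluorescence · Control set – no-enzyme wells low, DMSO-plus-enzyme wells high control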
SENP7 inh: blocks the human protease SENP7; Q9BQF6; recombinant SENP7, Z-RLRGG-aminoluciferin luminescence, 40 min; inhibition, % at 5 µM; 1.5% of 330,000 active; AID 434973;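 active means inhibition above about 50% at the single test dose, limit read from the data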;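 further: plate controls were DMSO with enzyme for no effect and no enzyme buffer wells for full effect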
Target sequence (Q9BQF6 706-1050 limits assumed): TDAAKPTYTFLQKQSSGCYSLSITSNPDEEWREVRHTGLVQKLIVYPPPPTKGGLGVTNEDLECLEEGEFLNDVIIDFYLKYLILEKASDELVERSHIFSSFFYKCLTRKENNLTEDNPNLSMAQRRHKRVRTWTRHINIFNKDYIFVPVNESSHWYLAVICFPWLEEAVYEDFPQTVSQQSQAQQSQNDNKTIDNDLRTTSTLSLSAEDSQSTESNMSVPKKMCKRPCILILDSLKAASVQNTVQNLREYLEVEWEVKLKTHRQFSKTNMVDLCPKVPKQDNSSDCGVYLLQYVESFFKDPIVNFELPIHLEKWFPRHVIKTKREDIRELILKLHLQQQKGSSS
HKDC1 inh: inhibitors of human hexokinase HKDC1. Q2TB90. recombinant HKDC1, G6PDH/diaphorase resazurin coupled fluorescence. inhibition, % at 20 µM. 0.16% of 340,000 active;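 active means inhibition above about 35% when tested at 20 µM, limit read from the data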;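 further: plate controls were DMSO wells with enzyme for no effect and DMSO wells lacking enzyme for full effect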
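Assay system: in-house recombinant HK5 (HKDC1) enzyme. Input: HKDC1 at 5 µg/mL. Medium: Tris pH 8.0 buffer with MgCl2, Tween-20, BSA, BME. Dosing: single 20 µM dose. Schedule: 90 min reaction incubation at room temperature, dark. Signal: resazurin-to-resorufin fluorescence via G6PDH and diaphorase coupling, 525/613 nm. Controls: DMSO-enzyme wells negative, buffer-substituted wells positive.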
Apaf1 inhib: blocks human Apaf-1 apoptosome activity; O14727; reconstituted apoptosome caspase-3 activity, DEVD-Rh110 fluorescence; inhibition, % at 20 µM; 0.71% of 330,000 active; active means inhibition of at least 40% at 20 µM;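 further: plate controls were DMSO wells for no effect and DEVD-CHO caspase inhibitor wells for full effect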
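Medium: Hepes buffer, pH 7.5 / System: biochemical Apaf-1 apoptosome reconstitution / Measured by: Rh110 fluorescence, excitation 480 nm, emission 540 nm / Times: compound with Apaf-1, dATP, procaspase-3 30 min, then 50 min reaction, room temperature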
SENP6 inh: SENP6 protease inhibition; Q9GZR1; Recombinant SENP6 catalytic domain, aminoluciferin luminescence; inhibition, % at 10 µM; 1.8% of 330,000 active;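 active means inhibition above about 50% at the single tested dose, limit read from the data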;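 further: plate controls were DMSO wells with enzyme for no effect and DMSO wells lacking enzyme for full effect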
Target sequence (Q9GZR1 628-1112 limits assumed): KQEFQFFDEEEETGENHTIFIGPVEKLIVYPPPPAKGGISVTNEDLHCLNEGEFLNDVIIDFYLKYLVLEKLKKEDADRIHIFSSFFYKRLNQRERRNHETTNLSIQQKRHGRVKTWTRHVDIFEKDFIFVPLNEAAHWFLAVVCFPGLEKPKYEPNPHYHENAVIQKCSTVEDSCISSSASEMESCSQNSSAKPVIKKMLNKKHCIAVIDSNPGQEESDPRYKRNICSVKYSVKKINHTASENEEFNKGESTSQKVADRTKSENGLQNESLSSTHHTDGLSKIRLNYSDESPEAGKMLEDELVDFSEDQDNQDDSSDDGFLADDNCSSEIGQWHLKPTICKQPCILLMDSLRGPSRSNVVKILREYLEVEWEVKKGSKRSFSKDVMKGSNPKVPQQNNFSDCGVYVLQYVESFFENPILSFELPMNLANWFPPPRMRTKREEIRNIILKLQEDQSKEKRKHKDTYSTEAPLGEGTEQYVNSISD
SENP8 block-2: SENP8 protease inhibition; Q96LD8; purified SENP8, Z-RLRGG-aminoluciferin cleavage, luminescence; inhibition, % at 10 µM; 1.2% of 330,000 active; AID 2540; in the data active means inhibition above about 50%
PfGluPho inh: PfG6PD (Plasmodium falciparum) enzyme inhibition; PfGluPho enzyme, NADPH resazurin-diaphorase fluorescence; inhibition, % at 20 µM; 0.78% of 350,000 active;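 active means inhibition reaching at least a set limit at 20 µM in the primary screen, cut at about 59% in these data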;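 further: 0% = DMSO wells with substrate and 100% = DMSO wells lacking glucose-6-phosphate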
Numbers without * were called inactive.

Results for CCc1ccc(Nc2nnc(SCC(=O)Nc3cccnc3Cl)s2)cc1 ?
SENP8 block-1: 9; SENP1 inh: 1; SENP7 inh: 3; HKDC1 inh: -1; Apaf1 inhib: -7; SENP6 inh: 3; SENP8 block-2: -5; PfGluPho inh: -1

What do the screens show for `CC(NC(=O)CNC(=O)c1ccccc1F)c1ccc(-n2ccnc2)cc1` (stereo not drawn)?
SENP8 block-1: 3; SENP1 inh: 0; SENP7 inh: -12; HKDC1 inh: 1; Apaf1 inhib: 1; SENP6 inh: -14; SENP8 block-2: -12; PfGluPho inh: -8

What do the screens show for `CCCc1cc(=O)[nH]c(SCC(=O)Nc2c(C)n(C)n(-c3ccccc3)c2=O)n1`?
SENP8 block-1: 3; SENP1 inh: 2; SENP7 inh: 0; HKDC1 inh: -5; Apaf1 inhib: 1; SENP6 inh: 0; SENP8 block-2: -5; PfGluPho inh: -1

What do the screens show for `COc1ccc(S(=O)(=O)N2CCN(C(=S)NCCc3ccccc3)CC2)cc1`?
SENP8 block-1: 0; SENP1 inh: 1; SENP7 inh: 5; HKDC1 inh: -3; Apaf1 inhib: 13; SENP6 inh: -11; SENP8 block-2: -8; PfGluPho inh: -3

What do the screens show for `O=C(CCS(=O)(=O)Cc1ccccc1)Nc1ncc([N+](=O)[O-])s1`?
SENP8 block-1: 7; SENP1 inh: -12; SENP7 inh: 83*; HKDC1 inh: 0; Apaf1 inhib: 2; SENP6 inh: 88*; SENP8 block-2: 84*; PfGluPho inh: -17

How did CN(C(=O)c1cccc(NC(=O)Cc2cccc(NC(=O)C3CCCN(C(=O)C4CC4)C3)c2)c1)C1CC1 (stereo not drawn) do in these assays?
SENP8 block-1: 3; SENP1 inh: 1; HKDC1 inh: -6; PfGluPho inh: 3

How did COC(=O)c1ccc(Oc2c(C)oc3c(CN4CCN(C)CC4)c(O)ccc3c2=O)cc1 do in these assays?
SENP8 block-1: -297; SENP1 inh: -1; SENP7 inh: -2; HKDC1 inh: 1; Apaf1 inhib: -7; SENP6 inh: -10; SENP8 block-2: -4; PfGluPho inh: -1

How did COc1ccc(C(c2nnnn2Cc2ccccc2)N2CCN(C(=O)c3ccco3)CC2)cc1 (stereo not drawn) do in these assays?
SENP8 block-1: 16; SENP1 inh: 2; SENP7 inh: 2; HKDC1 inh: 4; Apaf1 inhib: 15; SENP6 inh: 10; SENP8 block-2: 3; PfGluPho inh: -11

What do the screens show for `COc1ccc(OC)c(C(c2nnnn2CCc2ccccc2)N2CCN(c3ccccc3)CC2)c1` (stereo not drawn)?
SENP8 block-1: 25; SENP1 inh: 3; SENP7 inh: -8; HKDC1 inh: 4; Apaf1 inhib: 20; SENP6 inh: -3; SENP8 block-2: 2; PfGluPho inh: 8

Results for CCN(CC)C(=O)c1cn(-c2ccccc2)nc1-c1ccc2c(c1)OCCO2 ?
SENP8 block-1: 8; SENP1 inh: 0; SENP7 inh: 6; HKDC1 inh: -9; Apaf1 inhib: 6; SENP6 inh: -9; SENP8 block-2: -4; PfGluPho inh: 8

How did COc1ccc(C(C)=O)cc1COC(=O)CCNS(=O)(=O)c1ccc(C)c(C)c1 do in these assays?
SENP8 block-1: 7; SENP1 inh: -1; SENP7 inh: 10; HKDC1 inh: 4; Apaf1 inhib: 10; SENP6 inh: -14; SENP8 block-2: -5; PfGluPho inh: 14

What do the screens show for `COC(=O)[C@H](CCSC)NC(=O)NCc1ccc(S(N)(=O)=O)cc1`?
SENP8 block-1: 9; SENP1 inh: 2; SENP7 inh: 1; HKDC1 inh: -7; Apaf1 inhib: -2; SENP6 inh: -17; SENP8 block-2: 3; PfGluPho inh: -18

The closing 4 entries of the part above lead into the next.
What do the screens show for `COc1ccc(OC)c(C(c2nnnn2CCc2ccccc2)N2CCN(c3ccccc3)CC2)c1` (stereo not drawn)?
SENP8 block-1: 25; SENP1 inh: 3; SENP7 inh: -8; HKDC1 inh: 4; Apaf1 inhib: 20; SENP6 inh: -3; SENP8 block-2: 2; PfGluPho inh: 8

Results for CCN(CC)C(=O)c1cn(-c2ccccc2)nc1-c1ccc2c(c1)OCCO2 ?
SENP8 block-1: 8; SENP1 inh: 0; SENP7 inh: 6; HKDC1 inh: -9; Apaf1 inhib: 6; SENP6 inh: -9; SENP8 block-2: -4; PfGluPho inh: 8

How did COc1ccc(C(C)=O)cc1COC(=O)CCNS(=O)(=O)c1ccc(C)c(C)c1 do in these assays?
SENP8 block-1: 7; SENP1 inh: -1; SENP7 inh: 10; HKDC1 inh: 4; Apaf1 inhib: 10; SENP6 inh: -14; SENP8 block-2: -5; PfGluPho inh: 14

What do the screens show for `COC(=O)[C@H](CCSC)NC(=O)NCc1ccc(S(N)(=O)=O)cc1`?
SENP8 block-1: 9; SENP1 inh: 2; SENP7 inh: 1; HKDC1 inh: -7; Apaf1 inhib: -2; SENP6 inh: -17; SENP8 block-2: 3; PfGluPho inh: -18

What do the screens show for `COc1ccc(CCNC(=O)COC(=O)c2cc(=O)[nH]c3ccccc23)cc1`?
SENP8 block-1: -268; SENP1 inh: 4; SENP7 inh: 3; HKDC1 inh: 3; Apaf1 inhib: 1; SENP6 inh: -27; SENP8 block-2: 2; PfGluPho inh: -2

How did CCOc1ccc(NC(=O)Cn2ncc3ccccc32)cc1 do in these assays?
SENP8 block-1: 15; SENP1 inh: 1; SENP7 inh: 12; HKDC1 inh: -4; Apaf1 inhib: 0; SENP6 inh: 16; SENP8 block-2: 0; PfGluPho inh: -6

How did O=C(Nc1cc(S(=O)(=O)N2CCOCC2)ccc1O)c1ccc(NS(=O)(=O)c2ccc(Cl)s2)cc1 do in these assays?
SENP8 block-1: 26; SENP1 inh: 2; SENP7 inh: 0; HKDC1 inh: -5; Apaf1 inhib: 2; SENP6 inh: -22; SENP8 block-2: -7; PfGluPho inh: -26

What do the screens show for `CC(C)N(Cc1cc2ccccc2[nH]c1=O)C(=O)c1cccc([N+](=O)[O-])c1`?
SENP8 block-1: 7; SENP1 inh: 1; SENP7 inh: 2; HKDC1 inh: -4; Apaf1 inhib: -12; SENP6 inh: -8; SENP8 block-2: 1; PfGluPho inh: 9

What do the screens show for `CSc1nn2c(C(F)(F)F)cc(C(F)(F)F)nc2c1C(N)=O`?
SENP8 block-1: 10; SENP1 inh: 1; SENP7 inh: -4; HKDC1 inh: -8; Apaf1 inhib: -17; SENP6 inh: -14; SENP8 block-2: 7; PfGluPho inh: -4

What do the screens show for `CCOC(=O)c1ccc(-c2c(-c3ccc4c(c3)OCO4)noc2C)cc1F`?
SENP8 block-1: 3; SENP1 inh: 2; SENP7 inh: 8; HKDC1 inh: 0; Apaf1 inhib: 12; SENP6 inh: 5; SENP8 block-2: -4; PfGluPho inh: -4

How did CCN(C1CCS(=O)(=O)C1)S(=O)(=O)c1ccc(OC)c(OC)c1 (stereo not drawn) do in these assays?
SENP8 block-1: -5; SENP1 inh: -1; SENP7 inh: -10; HKDC1 inh: -2; Apaf1 inhib: 6; SENP6 inh: -17; SENP8 block-2: -10; PfGluPho inh: 8

What do the screens show for `COc1ccc(CCNC(=O)COc2ccc(S(=O)(=O)N3CCOCC3)cc2)cc1`?
SENP8 block-1: 6; SENP1 inh: 0; SENP7 inh: -5; HKDC1 inh: 8; Apaf1 inhib: -13; SENP6 inh: -5; SENP8 block-2: -11; PfGluPho inh: -11

What do the screens show for `O=C(CCC(=O)c1cccs1)NC1CCCCCC1`?
SENP8 block-1: -2; SENP1 inh: -2; SENP7 inh: 5; HKDC1 inh: 1; Apaf1 inhib: -2; SENP6 inh: 2; SENP8 block-2: 0; PfGluPho inh: 10

Results for O=C(NCCc1ccccc1)C(=O)NCC1OCCN1S(=O)(=O)c1ccccc1 (stereo not drawn) ?
SENP8 block-1: 14; SENP1 inh: 1; SENP7 inh: 0; HKDC1 inh: -3; Apaf1 inhib: 10; SENP6 inh: 9; SENP8 block-2: -1; PfGluPho inh: -8

How did COc1ccc(/C=N/Nc2nn3cnnc3c3ccccc23)cc1 do in these assays?
SENP8 block-1: -231; SENP1 inh: -1; SENP7 inh: 6; HKDC1 inh: -4; Apaf1 inhib: 5; SENP6 inh: -9; SENP8 block-2: -4; PfGluPho inh: 20

What do the screens show for `CN(Cc1ccon1)C(=O)CC1C(=O)NCCN1Cc1ccccc1C(F)(F)F` (stereo not drawn)?
SENP8 block-1: -25; SENP1 inh: -7; SENP7 inh: 0; HKDC1 inh: -1; Apaf1 inhib: 11; SENP6 inh: -15; SENP8 block-2: 9; PfGluPho inh: 11

Results for CC(C)(Cc1ccc(O)cc1)NC(=O)CC(=O)N/N=C/c1ccc(Cl)cc1 ?
SENP8 block-1: 10; SENP1 inh: 2; SENP7 inh: -2; HKDC1 inh: -5; Apaf1 inhib: 3; SENP6 inh: 11; SENP8 block-2: 3; PfGluPho inh: 6

Results for CN1CCN(/N=C/c2ccc(Br)cc2)CC1 ?
SENP8 block-1: 15; SENP1 inh: 5; SENP7 inh: -2; HKDC1 inh: -5; Apaf1 inhib: -19; SENP6 inh: 3; SENP8 block-2: -4; PfGluPho inh: 7

How did Cc1ccc(S(=O)(=O)NC(CC(C)C)C(=O)Nc2nccs2)cc1 (stereo not drawn) do in these assays?
SENP8 block-1: 21; SENP1 inh: 3; SENP7 inh: -1; HKDC1 inh: -1; Apaf1 inhib: 2; SENP6 inh: -12; SENP8 block-2: 2; PfGluPho inh: -4

How did Cc1cc(OCCNCCO)cc(C)c1Cl do in these assays?
SENP8 block-1: 24; SENP1 inh: 1; SENP7 inh: 6; HKDC1 inh: -10; Apaf1 inhib: -5; SENP6 inh: 13; SENP8 block-2: 1; PfGluPho inh: -20

What do the screens show for `CSCCC(NS(=O)(=O)c1ccc2c(c1)oc(=O)n2C)C(=O)NCc1ccccc1` (stereo not drawn)?
SENP8 block-1: 22; SENP1 inh: 2; SENP7 inh: -4; HKDC1 inh: 0; Apaf1 inhib: 3; SENP6 inh: -12; SENP8 block-2: -5; PfGluPho inh: 7

Results for O=C(CSc1ccccc1C(=O)O)NC1CCCCCC1 ?
SENP8 block-1: 3; SENP1 inh: 0; SENP7 inh: -6; HKDC1 inh: -5; Apaf1 inhib: -24; SENP6 inh: 0; SENP8 block-2: 1; PfGluPho inh: 0

How did Nc1nnc(Cc2ccc(Cl)cc2Cl)s1 do in these assays?
SENP8 block-1: 10; SENP1 inh: 2; SENP7 inh: -6; HKDC1 inh: -3; Apaf1 inhib: 13; SENP6 inh: -11; SENP8 block-2: -9; PfGluPho inh: -8

How did O=C(/C=C/c1ccc(Cl)cc1Cl)n1cccn1 do in these assays?
SENP8 block-1: 26; SENP1 inh: 4; SENP7 inh: -1; HKDC1 inh: 15; Apaf1 inhib: -3; SENP6 inh: -13; SENP8 block-2: 4; PfGluPho inh: 10

How did CCn1c2ccccc2c2nnc(SCC(=O)Nc3c(C)n(C)n(-c4ccccc4)c3=O)nc21 do in these assays?
SENP8 block-1: 22; SENP1 inh: 3; SENP7 inh: 3; HKDC1 inh: 0; Apaf1 inhib: 9; SENP6 inh: 3; SENP8 block-2: -4; PfGluPho inh: 14

How did COc1ccc(S(=O)(=O)Nc2ccccc2OC)cc1C do in these assays?
SENP8 block-1: 12; SENP1 inh: 0; SENP7 inh: 12; HKDC1 inh: -4; Apaf1 inhib: -5; SENP6 inh: -14; SENP8 block-2: -6; PfGluPho inh: -3
